TRHR ag: agonists of human TRH receptor; AID 493084; P34981; activation, % at 2 µM; actives 0.18% (n = 360,000); TRHR cells, calcium flux fluo-8, FDSS agonist mode; in the data active = activation above about 30%; also: 0% is about no effect
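Steps: seed TRHR cells overnight; add fluo-8 no-wash Ca dye, RT 30 min–1.5 h; record 10 s baseline; pin-transfer compounds; monitor fluorescence 1 cycle/s for the agonist window. Calcium increases flag candidate agonists.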
D2 antag: D2 dopamine receptor (human) antagonism | P14416 | HEK293 TREx D2 cells, calcium flux, dopamine EC80 | inhibition, % at 10 µM | actives 2% (n = 340,000) | AID 485344; in the data active = inhibition above about 30%; also: 0% is about no effect
Target sequence (P14416 whole entry, looked up): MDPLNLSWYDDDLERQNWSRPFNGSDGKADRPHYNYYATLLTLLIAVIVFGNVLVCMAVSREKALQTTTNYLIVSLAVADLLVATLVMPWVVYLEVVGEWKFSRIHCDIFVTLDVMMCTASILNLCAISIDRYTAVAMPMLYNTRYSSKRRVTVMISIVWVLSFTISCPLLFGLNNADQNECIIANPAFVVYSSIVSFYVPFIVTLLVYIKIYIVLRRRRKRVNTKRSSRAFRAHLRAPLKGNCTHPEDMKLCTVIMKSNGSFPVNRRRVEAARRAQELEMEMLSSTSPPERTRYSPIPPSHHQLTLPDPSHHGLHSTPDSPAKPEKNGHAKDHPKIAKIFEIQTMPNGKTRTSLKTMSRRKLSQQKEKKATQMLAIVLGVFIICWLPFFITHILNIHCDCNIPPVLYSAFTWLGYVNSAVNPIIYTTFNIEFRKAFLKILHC
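Antagonism is scored as inhibition of an EC80 dopamine-evoked calcium signal in a force-coupled, tetracycline-inducible HEK293 T-REx D2 line, with compound present 180 s before agonist.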
PI4K2A inh: blocks human PI4K2A kinase activity; Q9BTU6; actives 0.13% (n = 420,000); purified PI4K2A, ADP-Glo luminescence, 1 h; hits give low values; activity change, negative = inhibition, % at 76.9 µM; in the data active = activity change below about -50%; inconclusive = mostly about -30% to -49%;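 also: -100% = wells without enzyme as full effect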
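In this quantitative HTS, ADP production by PI4K2A was quantified luminescently after 1 h at ambient temperature; 100 microM adenosine served as plate-quality control.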
mIDH1 inhibitor: blocks human mutant IDH1 R132H enzyme; O75874; IDH1-R132H enzyme, NADPH consumption, diaphorase/resazurin fluorescence; Potency, µM (highest dose often 76.6 µM), for the others: at the highest dose activity change, negative = inhibition, usual class: inhibitors; AID 602179; actives 0.093% (n = 390,000); also: potency is read from the fitted curve at half-maximal effect; % is scaled to controls: 0 for no effect and ±100 for the full control effect; nearly all actives have a fitted effect of over 65% in size
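IDH1-R132H (0.5 ug/mL) preincubated 30 min with compound, then NADPH (0.016 mM) and alpha-KG (2 mM) added; 80 min at RT, pH 7.5. Remaining NADPH coupled via diaphorase/resazurin to fluorescence (540/590 nm); concentration-response curves normalized to no-enzyme control.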
rTrxR1 inhibitor: rat TrxR1 inhibition | O89049 | recombinant rTrxR1, NADPH fluorescence consumption, selenite substrate | Potency, µM (titrated, usually from 114 µM), for the others: at the top dose activity change, negative = inhibition, most hits filed as inhibitors | actives 1% (n = 390,000) | AID 588453; also: potency is read from the fitted curve at half-maximal effect; % is scaled to controls: 0 for no effect and ±100 for the full control effect; nearly all actives have a fitted effect of over 65% in size
Target sequence (O89049 whole entry, looked up): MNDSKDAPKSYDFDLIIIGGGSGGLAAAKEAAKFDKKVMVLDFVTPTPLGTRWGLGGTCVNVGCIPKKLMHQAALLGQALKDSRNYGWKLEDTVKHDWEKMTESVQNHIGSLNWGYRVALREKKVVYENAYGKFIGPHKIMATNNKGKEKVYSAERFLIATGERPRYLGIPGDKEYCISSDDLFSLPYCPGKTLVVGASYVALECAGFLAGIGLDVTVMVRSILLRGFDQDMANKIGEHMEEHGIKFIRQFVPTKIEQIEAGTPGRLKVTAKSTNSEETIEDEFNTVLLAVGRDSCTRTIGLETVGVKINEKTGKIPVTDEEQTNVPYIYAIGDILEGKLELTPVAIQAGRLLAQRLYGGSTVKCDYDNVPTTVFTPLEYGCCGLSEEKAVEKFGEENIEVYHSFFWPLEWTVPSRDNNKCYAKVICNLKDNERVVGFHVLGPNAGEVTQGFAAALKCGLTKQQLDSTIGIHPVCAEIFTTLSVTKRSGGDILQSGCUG
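Rat TrxR1 (90 nM in the dispensed reagent) was pre-reduced with 400 uM NADPH for 5 min at room temperature, then incubated with compound for 15 min. After 400 uM selenite was added, NADPH fluorescence (Ex 340/Em 450 nm) was followed for 8 min.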
D2 ag: D2 dopamine receptor (human) agonism | P14416 | HEK293 T-REx D2 cells, calcium flux agonist mode | activation, % at 2 µM | actives 0.53% (n = 340,000) | AID 485358;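 active = activation over 3 SD above normal in the single-dose calcium agonist read, cut at about 30% in these data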; also: 0% is about no effect
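Agonism scored from kinetic calcium signal (1 read/sec, 180 s) following compound pin transfer, after a 10 s baseline. Cells: HEK293 Trex line expressing inducible D2 receptor coupled to calcium, dye-loaded after overnight culture at 30 C.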
TrxR1 substrate: substrates of rat thioredoxin reductase 1. actives 0.01% (n = 390,000). O89049. purified TrxR1 substrate turnover, NADPH consumption readout. Potency, µM (top dose mostly 114 µM), without a hit: at the top dose activity change, negative = substrate turnover; also: potency is read from the fitted curve at half-maximal effect; % is scaled to controls: 0 for no effect and ±100 for the full control effect; nearly all actives have a fitted effect of over 50% in size
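Rat TrxR1, dispensed at 90 nM, was prereduced with 400 uM NADPH (final) for 5 min at ~22 deg C, then incubated with compound 15 min before 400 uM selenite. A first-read NADPH fluorescence drop versus no-compound background flagged substrates.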
TRHR PAM: allosterically enhances the human TRH receptor. TRHR cells, fluo-8 calcium fluorescence, EC20 TRH enhancement. enhancement, % at 2 µM. actives 0.66% (n = 360,000); in the data active = enhancement above about 30%; also: 0% is about no effect
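Enhancer read-out: after compound pinning and an initial kinetic agonist-mode read, an EC20 of TRH (10 nM final) was injected and fluo-8 calcium signal (Ex 480/Em 530) followed at 1 s/cycle for 100 cycles in TRHR-expressing cells.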
USP1 inh: blocks the human USP1/UAF1 deubiquitinase complex. O94782. recombinant USP1/UAF1, Ub-Rhodamine cleavage fluorescence. Potency, µM (titrated, usually from 57.1 µM), without a hit: at the top dose activity change, negative = inhibition, hits mostly inhibitors. actives 0.23% (n = 390,000). AID 743255; also: potency is read from the fitted curve at half-maximal effect; % is scaled to controls: 0 for no effect and ±100 for the full control effect; nearly all actives have a fitted effect of over 60% in size; inactives centre near -12
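USP1/UAF1 complex (1 nM) preincubated 15 min at room temperature with compound, then Ub-Rho substrate (150 nM final) added. Kinetic fluorescence at 480/540 nm over 6 reads at 60 s intervals; 50 mM HEPES pH 7.8, 0.5 mM EDTA, 0.1 mg/ml BSA, 1 mM TCEP, 0.01% Tween-20.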
* hit, by the source's call; ? = inconclusive; / = not tested or not shown; [ ] = dose if it differs, or a comment. Unless noted, calls follow the shape of the dose curve; as a rule, active = well fitted inhibition curve with a large enough effect; inconclusive = small, poorly fitted or top-dose-only effect; inactive = no such curve, though single readings can be large or run the other way.

Compound	TRHR ag	D2 antag	PI4K2A inh	mIDH1 inhibitor	rTrxR1 inhibitor	D2 ag	TrxR1 substrate	TRHR PAM	USP1 inh
CCC1CCCCN1Cc1nc2ccccc2c(=O)n1CC(C)=O (configuration not stated)	-0.8	-30	0	4%	10%	-0.1	-5%	13	-16%
Oc1ccccc1-c1nc2c3ccccc3c3ccccc3c2[nH]1	-0.8	5	-1	16%	?	1.1	260%[activator]	-8	-17%
Nc1ccn(CC(=O)NCCCc2ccccc2)c(=O)n1	1.0	4	1	1%	21%[57.1 µM]	0.1	5%	1	-26%
COc1ccccc1NC(=O)CN(c1ccccc1OC)S(=O)(=O)c1ccccc1	-0.1	0	-4	-1%	3%	1.2	-4%	-4	-1%
Cc1ccc(S(=O)(=O)NCc2ccc(C(=O)NCCCN3CCC(Cc4ccccc4)CC3)cc2)cc1	0.0	-19	-11	-2%	1%[57.1 µM]	1.1	8%[57.1 µM]	5	6%
COc1ccc(NC(=O)Cn2c(C(C)C)nc(C)cc2=O)cc1Cl	-0.1	-5	2	2%	17%	-0.2	-1%	0	-2%
O=C(CSc1nc2ccccc2s1)Nn1cnnc1	1.0	3	-15	0%	20%	0.7	5%	0	-24%
Cc1ccccc1OCC(=O)Nc1nnc(S(=O)(=O)N(C)c2ccccc2)s1	-0.1	/	-3	5%	-5%	-0.4	-3%	-3	-13%
COc1ccc([C@H]2CC(=O)C=C(c3cc(Cl)cc(Cl)c3)C2)cc1	-0.2	6	-1	5%[38.3 µM]	31%	0.6	0%	-2	-8%
Cc1nn(-c2cccc(C(=O)O)c2)c(C)c1Oc1ccccc1O	0.2	2	-3	5%	4%[57.1 µM]	-0.6	15%[57.1 µM]	19	-19%
CCCCCCCCC(=O)NNC(=O)c1c(O)c2ccccc2n(CCC)c1=O	0.4	7	0	2%	2%[57.1 µM]	0.7	1%[57.1 µM]	-3	-21%
Cc1ccc(-c2nc3ccccc3c(=O)n2NC(=O)COc2ccccc2)cc1	-1.2	11	-2	4%	-7%	0.3	-5%	2	-18%
O=C(NC(=Nc1nc2ccccc2o1)NC(=O)c1ccccc1)c1ccccc1	-0.6	-8	-7	3%	37%	1.0	13%	-1	-15%
CCOC(=O)Cc1csc(NC(=O)CCc2ccc(S(=O)(=O)N3CCOCC3)cc2)n1	0.2	9	0	-4%	13%	-1.1	2%	17	?
Cc1cccc(NC(=O)c2cc(NC(=O)CCCC(=O)O)ccc2Cl)n1	0.4	6	1	-8%	22%	-0.3	-2%	-6	7%
COc1ccccc1C(=O)Nc1nc2ccccc2[nH]1	-0.7	-9	-91*	7%	18%	-0.4	108%[activator]	1	-22%
COc1ccccc1N1CCN(/N=C(\C)c2ccccc2O)CC1	0.1	7	5	0%	19%	0.1	-6%	-7	-16%
C=CCN1C(=O)/C(=C/c2ccc(OC(C)=O)c(OCC)c2[N+](=O)[O-])SC1=S	4.4	30*	-6	3%	-14%	8.6	-2%	-2	14µM*
Cc1cccc(N2CCN(C(=O)Cn3c(=O)c4cccn4c4ccc(F)cc43)CC2C)c1 (configuration not stated)	0.0	/	-5	3%	37%[11.4 µM]	0.0	12%	-1	-6%
COc1ccc(Cn2ccnc2SCC(=O)Nc2cccc(NC(C)=O)c2)cc1	0.0	7	-2	2%	22%[57.1 µM]	-0.1	11%[57.1 µM]	-4	-2%
COc1cccc(CNC(=O)CCCn2ccc3cc(S(=O)(=O)N4CCCC4)ccc32)c1	0.9	2	0	-9%	10%	-0.9	4%	1	-2%
CC(=O)Nc1ccc(/C=C/C(=O)c2ccc3c(c2)OCCO3)cc1	0.6	3	-2	2%	-5%	0.2	-6%	-3	-23%
O=C(CSc1nnc2ccc(-c3ccc(F)cc3)nn12)NCC1CCCO1 (configuration not stated)	-0.4	3	4	0%	18%[57.1 µM]	0.6	11%[57.1 µM]	1	-12%
C=CCn1c(SCC(=O)c2[nH]c(C)c(C(=O)OCC)c2C)nc2scc(-c3ccccc3)c2c1=O	0.1	8	0	4%	-8%	1.2	7%[57.1 µM]	4	9%
NC(=O)c1nsc(C(=O)N(c2cccc(F)c2)C(C(=O)NC2CCCC2)c2ccc(O)cc2)c1N (configuration not stated)	-0.6	/	1	0%	-8%	/	19%	-3	-21%
CCOC(=O)c1c(S(=O)(=O)N2CCC(C(=O)Nc3ncccc3C)CC2)c(C)n(C)c1C	0.0	/	-1	21%	-17%[57.1 µM]	/	-13%[57.1 µM]	3	-25%
CN1CCN(S(=O)(=O)c2cc([N+](=O)[O-])ccc2N2CCCCCC2)CC1	-0.4	6	-2	-6%	-14%	0.7	-4%	3	-9%
Cc1cc(C)cc(NC(=O)N2CCN(Cc3ccc4c(c3)OCO4)CC2)c1	-0.9	/	3	-4%	8%	0.2	-6%	-5	-10%
CCOc1ccc(S(=O)(=O)NCc2ccc(OC)cc2)c2cccnc12	-0.4	-8	-3	6%	7%	0.8	0%	3	-3%
COc1ccc(C(C#N)N2N=C(c3ccccc3)CC2c2ccccc2)cc1OC (configuration not stated)	-0.5	11	3	1%	-14%	-0.8	-17%	-2	-17%
CCOc1ccc(NC(=O)CC2Nc3ccccc3NC2=O)cc1 (configuration not stated)	0.2	-1	-1	6%	2%	3.3	0%	-3	-14%
COc1cccc(-c2cc(C(F)(F)F)n3nc(C(=O)Nc4c(C)n(C)n(-c5ccccc5)c4=O)cc3n2)c1	-1.1	-2	14	-3%	4%[57.1 µM]	0.0	-3%	-2	-15%
Cc1ccnc(NC(=O)CCNC(=O)c2ccc(Cl)cc2)c1	0.1	-3	-2	2%	9%	0.9	6%	-2	-8%
COc1cccc(Nc2ncnc3onc(-c4ccccc4OC)c23)c1	-1.7	-31	3	-6%	27%	0.4	2%	1	-18%
CCOC(=O)C1=C(CC)Nc2ccccc2N=C1NC(=O)c1ccc(S(=O)(=O)N2CCOCC2)cc1	0.0	0	1	-3%	3%[57.1 µM]	1.3	0%[57.1 µM]	0	-11%
CCc1ccc2c(c1)C(NC(C)=O)C(=O)N2CCN1CCOCC1 (configuration not stated)	0.2	8	-6	46µM*	6%	-0.2	2%	-3	-5%
CCSc1nc2c(c(=O)[nH]1)C(c1cccs1)C(C(=O)OC)=C(C)N2 (configuration not stated)	-1.1	-5	5	3%	19%	-2.0	0%	0	-2%
CS(=O)(=O)N(CC(=O)Nc1ccc(F)cc1)C1CCCCC1	0.6	-27	4	4%	11%	0.0	3%	2	-14%
Cc1ccc(-c2nsc(SCC(=O)NCc3ccc4c(c3)OCO4)n2)cc1	-1.3	-12	4	0%	22%	-0.5	10%[57.1 µM]	13	-19%
CCOCCCn1c(SCC(=O)N2CCOCC2)nc2ccccc2c1=O	0.1	-7	-1	-9%	-8%	-0.6	-8%	0	4%

Some values from the results shown:
COc1cccc(Nc2ncnc3onc(-c4ccccc4OC)c23)c1 @ TRHR PAM: 1
Cc1ccc(-c2nsc(SCC(=O)NCc3ccc4c(c3)OCO4)n2)cc1 @ TRHR ag: -1.3

Further entries follow:
Compound	TRHR ag	D2 antag	PI4K2A inh	mIDH1 inhibitor	rTrxR1 inhibitor	D2 ag	TrxR1 substrate	TRHR PAM	USP1 inh
CC(C)CNc1c(N)n(CC(C)C)c(=O)[nH]c1=O	0.5	-1	0	-5%	14%	-0.3	8%	-2	-18%
Cc1c(C(=O)N(C)C)sc2c1c(=O)n(-c1ccc(Cl)c(Cl)c1)c(=O)n2CC(=O)Nc1ccc(Br)cc1F	2.0	/	/	/	15%[57.1 µM]	1.3	4%[57.1 µM]	14	/
CS(=O)(=O)N1CCc2cc(C(=O)Nc3ccc(Cl)cc3)ccc21	-0.7	-5	4	-2%	10%	1.5	-4%	-5	-11%
O=C(O)CCC(=O)N1CCc2cc(S(=O)(=O)NCCc3ccc(Cl)cc3)ccc21	0.8	-1	-5	3%	-3%	-2.8	-7%	7	1%
Cc1nc2c(-c3ccccc3)c(C)nn2c(C)c1CCC(=O)N1CCN(c2ccc(F)cc2)CC1	-0.2	/	-1	-1%	26%	-1.0	4%	9	?
Cc1c(-c2ccccc2)[n+](=O)c(-c2ccco2)c(C)n1[O-]	0.0	0	-2	2%	?	-0.3	13%[57.1 µM]	-5	-4%
CCCCNC(=O)CC(C(=O)N1CCc2ccccc21)n1ccnc1 (configuration not stated)	-0.2	-7	2	7%	4%	0.3	9%	3	6%
CC1(C)Cc2ccccc2-c2nc(CN3CCOCC3)[nH]c(=O)c21	0.9	1	1	8%	11%	0.0	0%	1	-15%
O=S(=O)(Nc1nc(SCc2ccc(Cl)cc2)n[nH]1)c1ccc(F)cc1	5.1	13	-1	0%	8%	2.6	6%[57.1 µM]	-4	-2%
O=C(CN1C(=O)c2ccc([N+](=O)[O-])cc2C1=O)NCc1ccco1	0.0	19	-1	9%	1%[57.1 µM]	0.4	6%[57.1 µM]	2	-20%
CCCn1cc(S(=O)(=O)CC(=O)NC2CCCCC2)c2ccccc21	-0.8	51*	-2	1%	16%	0.2	6%	-6	10%
Cc1c(C(=O)NC2CCCc3ccccc32)oc2ccc(S(=O)(=O)N3CCOCC3)cc12 (configuration not stated)	0.5	9	3	0%	20%	0.6	10%	2	-21%
COc1ccc(NC(=O)COC(=O)c2c3c(nc4ccccc24)CCCC3)cc1	0.1	-6	-1	-1%	-3%[57.1 µM]	0.4	3%[57.1 µM]	2	-3%
Cc1ccc2oc(C(=O)NCc3ncc(C)[nH]3)c(C)c2c1	0.1	20	7	-14%	10%	0.6	1%	4	-18%
